Growth percent in the NCI-60 one-dose screen (48 h, 10 µM unless noted): 100 = growth as untreated, 0 = no growth, -100 = all killed.
PC-3 – PC-3 prostate cancer cells; AID 1794754; 3.9% of 80,000 active
DU-145 – DU-145 prostate cancer | 4.2% of 81,000 active
HCC-2998 – HCC-2998 colon cancer; 4.7% of 79,000 active; AID 1794799
KM12 – KM12 colon cancer cells. 5% of 82,000 active. AID 1794800
SF-539 – SF-539 CNS cancer. 6.8% of 81,000 active
HT29 – HT29 colon cancer; 7.4% of 81,000 active; AID 1794748
SNB-19 – SNB-19 CNS cancer cells | 2.5% of 81,000 active | AID 1794751
SNB-75 – SNB-75 CNS cancer; 5% of 79,000 active; AID 1794750
SW-620 – SW-620 colon cancer; 5.2% of 82,000 active
The depositor's hits bear a star; nt = not tested or not shown; & = joins results of further samples. The calls were made as follows: active = growth percent below 10; inactive = the rest.

no.	Structure	PC-3	DU-145	HCC-2998	KM12	SF-539	HT29	SNB-19	SNB-75	SW-620
1	CCOC(=O)c1c(Cl)c2c(n1Cc1cccc(OC)c1)-c1oncc1CC2	32	22	40	26	5.6*	7.4*	34	-12*	35
2	CC(C)CNCC(=O)Nc1ccc(Cc2ccc(NC(=O)CNCC(C)C)cc2)cc1	26	58	37	68	78	16	73	66	77
3	CN1C(=O)CCC1=O	88	113	108	112	117	108	102	86	106
4	C/C(=N\O)C(c1ccc(Cl)cc1)c1ccc(Cl)cc1	80	103	97	90	98	79	95	92	88
5	COC(=O)c1ccc(-c2ccc(/C=N/NC(=O)c3[nH]c4ccc(Br)cc4c3-c3ccccc3)o2)cc1O	89	126	91	81	97	106	101	118	106
6	C=C(C)[C@@H]1CC[C@]2(C(=O)O)CC[C@]3(C)[C@H](CC[C@@H]4[C@@]5(C)C[C@@H](CC#Cc6ccccn6)[C@H](O)C(C)(C)[C@@H]5CC[C@]43C)[C@@H]12	60	83	99	85	87	84	90	nt	101
7	COc1cc(C2C(C#N)=C(N)OC3=C2C(=O)c2ccccc2C3=O)ccc1O (centres undefined)	87	99	108	103	101	107	101	83	96
8	CC(=O)OCC(=O)[C@H]1CC[C@H]2[C@@H]3CC(=C(Br)Br)C4=CC(=O)CC[C@]4(C)[C@H]3CC[C@]12C	57	111	107	98	103	68	93	105	107
9	COc1cc(/C=C/c2cc(/C=C/c3ccc(O)c(OC)c3)[nH]c(=O)n2)ccc1O	61	80	71	29	69	-6.4*	83	44	44
10	CS(=O)(=O)c1ccc(N/N=C/c2c(-c3ccc(S(C)(=O)=O)cc3)[nH]c3ccc(F)cc23)cc1	34	40	52	29	-20*	22	26	39	60

The closing seven records of the part above open the next one:
no.	Structure	PC-3	DU-145	HCC-2998	KM12	SF-539	HT29	SNB-19	SNB-75	SW-620
4	C/C(=N\O)C(c1ccc(Cl)cc1)c1ccc(Cl)cc1	80	103	97	90	98	79	95	92	88
5	COC(=O)c1ccc(-c2ccc(/C=N/NC(=O)c3[nH]c4ccc(Br)cc4c3-c3ccccc3)o2)cc1O	89	126	91	81	97	106	101	118	106
6	C=C(C)[C@@H]1CC[C@]2(C(=O)O)CC[C@]3(C)[C@H](CC[C@@H]4[C@@]5(C)C[C@@H](CC#Cc6ccccn6)[C@H](O)C(C)(C)[C@@H]5CC[C@]43C)[C@@H]12	60	83	99	85	87	84	90	nt	101
7	COc1cc(C2C(C#N)=C(N)OC3=C2C(=O)c2ccccc2C3=O)ccc1O (centres undefined)	87	99	108	103	101	107	101	83	96
8	CC(=O)OCC(=O)[C@H]1CC[C@H]2[C@@H]3CC(=C(Br)Br)C4=CC(=O)CC[C@]4(C)[C@H]3CC[C@]12C	57	111	107	98	103	68	93	105	107
9	COc1cc(/C=C/c2cc(/C=C/c3ccc(O)c(OC)c3)[nH]c(=O)n2)ccc1O	61	80	71	29	69	-6.4*	83	44	44
10	CS(=O)(=O)c1ccc(N/N=C/c2c(-c3ccc(S(C)(=O)=O)cc3)[nH]c3ccc(F)cc23)cc1	34	40	52	29	-20*	22	26	39	60
11	COC(=O)/C=C/c1ccc(OC(C)=O)cc1	98	104	97	88	108	99	107	111	110
12	COc1ccc2nc(NC(=O)/C(=C/c3cc(OC)c(OC)c(OC)c3)c3ccc(OC)c(OC)c3)sc2c1	87	106	113	101	102	88	102	94	102
13	O=C(Cn1c2ccccc2c2ccccc21)Nc1ccc(-c2nc3ccccc3s2)cc1	104	103	100	100	96	106	105	97	102
14	C=CC(=O)Nc1cccc(-c2nc(SC)nc(Nc3cccc(OC)c3)c2C#N)c1	53	55	82	88	71	57	67	18	89
15	Cc1cccc(NC(=O)CSc2nc3ccccc3[nH]2)c1	91	107	102	100	98	122	95	84	101
16	CCCCCCCCCCCN(c1ccc(C(=O)OCC)cc1)S(=O)(=O)c1ccc(C)cc1	90	103	113	100	110	88	94	90	96
17	COc1ccc2c(c1)O/C(=C/c1cccc(OCC(=O)c3ccccc3)c1)C2=O	106	116	110	66	95	117	85	105	113
18	CCn1c(SCCc2ccccc2)nnc1-c1nn(-c2ccc(Cl)cc2Cl)c(-c2ccc(Cl)cc2)c1C	40	85	110	70	86	67	77	91	83
19	CN1CCCc2cc(/C=C3\SC(=S)N(CCC(=O)O)C3=O)ccc21	101	105	106	102	97	113	98	116	102
20	O=C(O)c1ccc(-c2ccc(/C=N/NC(=O)c3[nH]c4ccc(Br)cc4c3-c3ccccc3)o2)cc1	21	39	5.8*	12	-37*	35	13	-9.0*	nt
21	CCCC1(CN2c3ccccc3Sc3ccc(Cl)cc32)CCN(CC)C1 (centres undefined)	5.7*	-32*	-49*	-45*	-7.3*	-68*	-36*	2.0*	-95*
22	Oc1ccc2c(O)cccc2c1	96	117	103	109	103	106	104	nt	99
23	COc1cc(/C=C/C(=O)/C=C(O)/C=C/c2ccc(OC(C)=O)c(OC)c2)ccc1OC(C)=O	87	85	113	75	80	31	91	82	76
24	Cc1nn(-c2ccccc2)c(Cl)c1/C=C1\N=C(c2ccccc2)NNC1=O	125	115	109	104	98	101	105	nt	114
25	CC1c2ccccc2N(S(=O)(=O)c2ccccc2)C1C (centres undefined)	81	102	101	60	104	68	91	86	73
26	O=C(O)c1ccc(-c2nn(-c3ccc(C(=O)O)cc3)cc2/C=N/Nc2nc(-c3ccc(F)cc3)cs2)cc1	105	107	103	103	96	104	105	104	101
27	CCCCCCCCCCCCCCCC(=O)Cl	93	106	106	100	107	112	106	95	102
28	O=C(CC1c2ccccc2NC(=O)N1Cc1ccccc1)c1cnccn1 (centres undefined)	88	117	97	105	93	89	102	110	99
29	O=C(CCn1cc[n+](CC(=O)c2ccc([N+](=O)[O-])cc2)c1)Nc1cccc2cccnc12	88	105	95	96	96	102	89	77	90
30	NCCCN1CCCC1=O	97	114	100	104	109	112	95	116	108
31	CCOC(=O)c1cc(C=O)c[nH]1	111	108	110	99	102	106	107	83	121
32	Cn1cc(-c2nnc(N)nc2-c2c[nH]c3ccc(Br)cc23)c2cccnc21	67	92	91	80	73	80	60	31	74
33	COc1ccc(S(=O)(=O)NCCNc2nccc(-c3c(-c4cccc(OC)c4)nc4sccn34)n2)cc1	84	96	137	27	106	74	104	nt	121
34	CCc1cccc2c3c(sc12)C(c1ccc(OC)cc1)C(C#N)=C(/N=C/c1ccc(Cl)cc1)O3 (centres undefined)	21	19	20	23	1.2*	-26*	31	3.8*	39
35	CCOC(=O)[C@@H](Cc1ccccc1)NC(=O)c1[nH]c2ccc(Cl)cc2c(=O)c1C	81	113	88	97	101	92	94	96	96
36	CCN(CC)CCNc1nc2ccccc2c2c(=O)c3cc(Cl)ccc3sc12	57	43	14	27	67	18	70	30	17
37	CCOC(=O)C1(C)CCN(C)C1=O (centres undefined)	94	107	94	101	98	99	106	91	116
38	Cc1c(-c2ccccc2)c(-c2ccccc2)c(C)n1Cc1ccc(Cl)cc1	37	89	64	59	70	55	68	84	49
39	O=[N+]([O-])c1ccc(SN2CCCCC2)c([N+](=O)[O-])c1	85	112	105	101	101	96	103	83	104
40	COc1cc2oc(-c3cccc(C(=O)Nc4ccc(Cl)cc4)c3)cc(=O)c2c(OCCNC(=O)CNC(=O)OC(C)(C)C)c1OC	57	78	102	49	67	63	79	75	110
41	Cc1c(C(=O)NCCCC(=O)NO)sc2ncnc(Nc3ccc(Cl)cc3)c12	101	117	102	102	95	108	99	79	102
42	CN(c1ccc(F)cc1)S(=O)(=O)c1ccc(-c2cnc(C3CC3)o2)cc1	18	23	22	19	5.0*	14	37	nt	33
43	O=C(O)/C=C/c1ccccc1Br	92	115	103	96	110	101	97	92	98
44	Nc1c(C(=O)Nc2ccccc2)sc2nc3c(cc12)CN(C(=O)OCc1ccccc1)CC3	46	59	78	39	45	16	56	50	30
45	COc1ccc(C2=NN(C(=O)[C@H]3[C@@H](c4ccco4)c4sc(=O)[nH]c4S[C@@H]3C)C(c3ccc4ccccc4c3)C2)cc1 (some centres undefined)	29	63	27	34	29	15	40	51	25
46	CCOC(=O)C1CC1C#N (centres undefined)	97	106	113	96	104	106	102	87	103
47	Cc1[nH]n(C(=S)Nc2nc3cc(Cl)c(F)cc3s2)c(=O)c1N=Nc1ccc(S(=O)(=O)Nc2ccncn2)cc1	98	119	96	105	105	110	90	89	108
48	COc1ccc(-c2cc(C(=O)N=Nc3c(O)[nH]c4ccc(Cl)cc34)no2)cc1	129	114	106	104	98	108	102	85	100
49	c1ccc(-c2cc3c(ncn4nc(-c5cccnc5)nc34)o2)cc1	99	105	98	101	99	101	94	nt	97
50	CC[N+](C)(CC)CCOC(C)=O	89	109	98	104	100	99	102	91	100
51	COC(=O)[C@H](Cc1ccccc1)NC(=O)[C@@H](CC(C)C)N1CC=CCN(Cc2ccccc2)S1(=O)=O	96	111	103	109	105	91	91	101	104
52	CCOC(=O)C1CCc2c(ccc3ccccc23)N1CCC#N (centres undefined)	85	111	94	95	110	100	99	74	92
53	CCOC(=O)Nc1ccccc1NC(=O)c1ccc(NC(=O)c2ccc3c(c2)ncn3-c2ccccc2)cc1	90	102	103	85	51	99	93	47	89
54	O=C1C(O)=C(Cl)C(=O)C(O)=C1Cl	95&106	111&101	117&101	106&107	106&105	112&107	106&100	102&85	105&99
55	CCN(CC)C1N=C(C)Nc2c1sc(=O)n2-c1ccc(OC)cc1OC (centres undefined)	86	107	110	99	112	100	89	nt	101
56	CCC(C)[C@@H]1NC(=O)[C@@H]2CCCN2C(=O)[C@H](CO)NC(=O)[C@H](Cc2ccccc2)NC(=O)[C@H](C(C)CC)NC(=O)[C@@H]2CCCN2C(=O)[C@H](Cc2ccccc2)NC1=O (some centres undefined)	116	101	99	106	106	104	99	100	97
57	COc1ccc(C2CC(=O)Nc3c(-c4ccc(F)cc4)nsc32)cc1 (centres undefined)	90	99	104	98	100	87	96	98	106
58	CC(=O)C1=C(C)NC(SCc2nnc(-c3ccc(C)cc3)o2)=NC1c1ccc(F)cc1 (centres undefined)	85	107	104	100	93	110	94	98	110
59	Cc1ccc(NC(=O)Cn2nncc2CN2C(=O)CSC2=O)cc1	97	106	122	98	102	114	97	85	99
60	CC(=O)NC1=NC(=O)/C(=C\c2cccc(Cl)c2Cl)N1C	92	98	107	107	101	104	97	91	115

(list continues)
no.	Structure	PC-3	DU-145	HCC-2998	KM12	SF-539	HT29	SNB-19	SNB-75	SW-620
61	COc1ccc(C(=O)CSc2nc(-c3ccc(C)cc3)c(C#N)c(=O)[nH]2)cc1	102	109	105	108	96	100	107	87	109
62	O=[N+]([O-])c1ccc(C2=NCCO2)cc1	nt	110	48	107	97	96	97	87	107
63	Cc1ccc(/C=C/C2=NN(c3ccc(S(N)(=O)=O)cc3)C(c3ccc(C)o3)C2)o1 (centres undefined)	87	105	101	96	97	96	108	90	101
64	CC1CC(=O)N(Cl)C(=O)N1Cl (centres undefined)	94	106	109	95	96	90	101	89	105
65	CC(C)C[C@@H](CC(N)=O)CC(=O)N[C@@H](CC(=O)N1CCn2c(nnc2C(F)(F)F)C1)Cc1cc(F)c(F)cc1F	103	111	100	101	99	91	105	81	106
66	N#Cc1c(-c2ccc([N+](=O)[O-])cc2)cc(-c2ccc(NC(=O)CSc3nc4ccccc4c(=O)n3-c3ccccc3)cc2)nc1N	95	109	107	93	92	101	91	74	102
67	COC(=O)c1ccc2oc(NC(=O)c3ccc(NCc4ccccc4)c([N+](=O)[O-])c3)nc2c1	nt	105	99	103	98	100	90	88	101
68	CCCCCCC(C)NCC(C)(C)O (centres undefined)	95	122	98	105	98	109	115	88	107
69	CC(C)CCC[C@@H](C)[C@H]1CC[C@H]2[C@@H]3CC=C4c5sc(Nc6ccccc6)nc5CC[C@]4(C)[C@H]3CC[C@]12C	93	110	112	100	107	107	104	95	98
70	CCCCCCCCCCCCCCCCCCOc1ccc(CC(=O)OCCC[N+](C)(C)C)cc1	61	96	93	90	86	77	61	94	94
71	C=Cn1c(O)c(N=NC(=O)c2ccc(S(N)(=O)=O)cc2)c2ccccc21	98	109	107	107	96	105	99	93	99
72	O=C1NC(=O)C(c2ccc(Cl)cc2)(c2ccc(Cl)cc2)N1	103	108	105	101	104	73	101	99	105
73	O=C(NN=C1CCCC1)c1ccc(NC(=O)c2ccccn2)cc1	77	86	101	72	87	92	98	91	69
74	Cc1[nH]c(-c2nc3ccccc3[nH]2)c(C)c1C(=O)NCC(F)(F)F	102	108	107	108	97	103	93	98	102
75	N#Cc1c(-c2ccccc2)nc(SCC(=O)N2CCN(c3ccccc3)CC2)[nH]c1=O	96	120	103	106	99	117	100	nt	111
76	COc1ccc(C2=CC(c3ccc(OC)cc3Br)N3C=CSC3=N2)cc1 (centres undefined)	50	66	60	24	78	-6.3*	62	64	27
77	COc1cccc(-c2nc3occn3c2-c2ccnc(NCCCNS(=O)(=O)c3ccc(C)cc3)n2)c1	79	88	131	103	102	56	102	118	130
78	O=c1[nH]c(=S)[nH]c(=O)n1CCc1ccc(Cl)cc1	90	111	106	101	96	93	96	nt	98
79	Fc1ccc(NCc2nnc(-c3ccccc3Cl)o2)cc1Cl	92	103	104	105	99	90	113	88	107
80	ClC(Cn1ncc2c(Nc3cccc(Br)c3)nc(SCCN3CCOCC3)nc21)c1ccc(Br)cc1 (centres undefined)	21	29	3.5*	-20*	-79*	-43*	22	60	-32*
81	N#CC12C(=O)NC(=O)C1(C#N)C2C(=O)c1ccccc1 (centres undefined)	101	142	101	111	nt	115	101	105	106
82	Cc1ccc(NS(=O)(=O)c2ccc(C)cc2)cc1	94&98	104&101	98&98	89&91	101&111	90&101	102&106	102&88	107&104
83	O=C1c2cccnc2C(=O)c2c1c(C(=O)OCCCN1CCOCC1)c1ccccn21	-0.1*	-84*	7.6*	16	-43*	-68*	9.2*	-81*	-39*
